# Screening results (PubChem)
# SSB-PriA inh = inhibitors of Klebsiella pneumoniae PriA binding to SSB C-terminal tail, primary screen, biochemical, AlphaScreen | 0.6% of 430,000 active | PriA–SSB C-terminal tail interaction (Klebsiella pneumoniae) | AlphaScreen SSBct-PriA binding, biotinylated peptide | inhibition, % at 33 µM; in the data active = inhibition mostly above about 37%, no sharp cut-off; inactive = mostly below about 20%;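 also: plate controls were negative control peptide for no effect and reference peptide for full effect; strong numbers were not always called active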
# Starred values were filed as active, the others as inactive; & = joins results of further samples. A portion of the library (hit frequency here may not be typical).
compound | SSB-PriA inh
O=c1ccc(-c2ccccc2)nn1CCN1CCN(S(=O)(=O)c2ccccc2F)CC1 | -9&9
CN(C)c1ccc(CCCNC(=O)C(=O)NCc2ccccc2Cl)cc1 | -3
C=CCn1c(=O)c2ccccc2n(Cc2nc(-c3cc(OC)c(OC)c(OC)c3)no2)c1=O | 0
CCOCC(=O)NCC1CN(c2ccc(Cl)c(Cl)c2)C(=O)O1 (stereo not given) | -21
CCOc1cccc(C(O)=C2C(=O)C(=O)N(CCOC)C2c2ccco2)c1 (stereo not given) | -8
COc1ccc(-c2noc(-c3c(SC)nn(CC(=O)Nc4ccc(C)c(Cl)c4)c3N)n2)cc1 | 0
CCOC(=O)c1oc2ccccc2c1NC(=O)Cc1ccc(F)cc1 | -3
COc1ccccc1N1CCN(C(=O)[C@H]2CCc3nc[nH]c3C2)CC1 | 0
CCCCc1nc(N)n[nH]1 | -11
CC(=O)c1ccc(NC(=O)c2ccn(C)n2)cc1 | 7
Cc1ccc(-n2c(C)cc(C=NNc3ccc([N+](=O)[O-])cn3)c2C)c(C)c1 | -3
Cc1cccc(OC2CCN(C(=O)c3c[nH]c4ccccc34)CC2)n1 | -12

# 6 compounds already listed, sorted by molecular weight, rising.
compound | SSB-PriA inh
Cc1cccc(OC2CCN(C(=O)c3c[nH]c4ccccc34)CC2)n1 | -12
COc1ccccc1N1CCN(C(=O)[C@H]2CCc3nc[nH]c3C2)CC1 | 0
CCOC(=O)c1oc2ccccc2c1NC(=O)Cc1ccc(F)cc1 | -3
CCOCC(=O)NCC1CN(c2ccc(Cl)c(Cl)c2)C(=O)O1 (stereo not given) | -21
CCOc1cccc(C(O)=C2C(=O)C(=O)N(CCOC)C2c2ccco2)c1 (stereo not given) | -8
COc1ccc(-c2noc(-c3c(SC)nn(CC(=O)Nc4ccc(C)c(Cl)c4)c3N)n2)cc1 | 0

# Other entries.
compound | SSB-PriA inh
O=C(CSc1ncnc2ccccc12)Nc1ccc(F)cc1F | 1
O=C(NCCSc1c[nH]c2ccccc12)C1(c2ccc(Cl)cc2)CCCC1 | -1
CC(C)(C)C(=O)NC(=S)Nc1ccc(Br)cc1 | -5
O=S(=O)(c1ccccc1Cl)N1CCC(N2CCC(O)C2)CC1 (stereo not given) | 1
CC(=O)Nc1ccc(CC(=O)N2CCC(S(=O)(=O)CC(C)C)CC2)cc1 | -4
CO[C@@H](CNC(=O)C(=O)Nc1cccc(N2CCCC2=O)c1)c1ccsc1 | -13
CCn1nc(C(=O)Nc2nc(-c3ccc(-c4ccccc4)cc3)cs2)cc1C | -24
COc1ccc(N2CCCS2(=O)=O)cc1NC(=O)C(=O)NCc1ccc2c(c1)OCO2 | 1
COc1ccc(CCNC(=O)N2CCN(c3cc(C4CC4)ncn3)CC2)cc1 | -6
COc1ccc(OC)c(NC(=O)Cn2nc(-c3ccco3)c3sc(N4CCOCC4)nc3c2=O)c1 | -5
COc1ccc(CCC(=O)Nc2ccc3c(c2)CN(C(=O)C(C)C)CC3)cc1 | 11
O=C1C(=O)N(CCN2CCOCC2)C(c2ccc(Cl)cc2)C1=C(O)c1ccc(S(=O)(=O)N2CCOCC2)cc1 (stereo not given) | -3
CC(C)CS(=O)(=O)C1CN(S(=O)(=O)c2cccc(C(F)(F)F)c2)C1 | -6
O=C(COc1ccc(Cl)cc1)NCCCn1nc(-c2ccco2)ccc1=O | -7
CCc1ccccc1NC(=O)NCCNc1ccc(Nc2ccccn2)nn1 | -12
CC(=O)c1cccc(NC(=O)c2cc(N3CCCCC3)ncn2)c1 | -3
NC(=Nc1nc2ccccc2o1)NC(=O)c1ccccc1Br | -3
O=C(CSc1nnc(SCc2ccccc2)s1)NN=C/C=C/c1ccco1 | -5
COCCN(Cc1ccoc1)C(=O)c1cc(-c2ccc(F)cc2)nn1C | 8
CCOC(=O)c1nn(-c2ccccc2C)c(=O)cc1OS(=O)(=O)c1c(C)noc1C | 5
Cc1nc2ccc3nc(NC(=O)C45CC6CC(CC(C6)C4)C5)sc3c2s1 | -8
CCOC(=O)COc1ccc2c(=O)c(Oc3ccccc3Br)c(C)oc2c1 | -4
CN1CCN(C(CNC(=O)Nc2ccc3c(c2)OCO3)c2ccsc2)CC1 (stereo not given) | -3
Cc1cc(C)cc(NC(=O)CSc2ccc(-c3sc(-c4cccnc4)nc3C)nn2)c1 | 13

# Entries listed so far that contain an aryl methoxy group, in the order listed:
compound | SSB-PriA inh
C=CCn1c(=O)c2ccccc2n(Cc2nc(-c3cc(OC)c(OC)c(OC)c3)no2)c1=O | 0
COc1ccc(-c2noc(-c3c(SC)nn(CC(=O)Nc4ccc(C)c(Cl)c4)c3N)n2)cc1 | 0
COc1ccccc1N1CCN(C(=O)[C@H]2CCc3nc[nH]c3C2)CC1 | 0
COc1ccc(N2CCCS2(=O)=O)cc1NC(=O)C(=O)NCc1ccc2c(c1)OCO2 | 1
COc1ccc(CCNC(=O)N2CCN(c3cc(C4CC4)ncn3)CC2)cc1 | -6
COc1ccc(OC)c(NC(=O)Cn2nc(-c3ccco3)c3sc(N4CCOCC4)nc3c2=O)c1 | -5
COc1ccc(CCC(=O)Nc2ccc3c(c2)CN(C(=O)C(C)C)CC3)cc1 | 11

# The list continues.
compound | SSB-PriA inh
COc1ccc(OC)c(S(=O)(=O)Nc2cc3c4c(c2)[C@H](C)C(=O)N4CCC3)c1 | -8
O=C(NC[C@H]1CCCN1c1ccccc1)c1cncc(Br)c1 | 8
COc1cc(NC(=O)C2CC2)ccc1N1CCCCC1=O | 10
COc1coc(C(=O)Nc2nc3ccccc3s2)cc1=O | -12
O=C(NCc1cn(-c2ccccc2)nc1-c1ccc(F)cc1)c1ccc([N+](=O)[O-])cc1 | 6
Cc1ccc(S(=O)(=O)N2CCCC[C@@H]2CC(=O)Nc2nc3c(C)cccc3s2)cc1 | -7
Cc1ccc(-c2cc(CNC(=O)c3c(-c4ccccc4Cl)noc3C)no2)cc1 | -1
O=C(NCCOc1ccccc1)N(CCc1cccs1)C1CC1 | -20
O=C(NCc1ccc(F)c(Cl)c1)c1ccc(Oc2nccnc2N2CCCCC2)cc1 | 1
COc1ccc(OC)c(S(=O)(=O)Nc2ccc3c(c2)CN(C(=O)C(C)C)CC3)c1 | -3
CCOc1ccc2ccccc2c1C(=O)NCC1CCN(c2ncccc2C#N)CC1 | -8
COc1nn(C)cc1C(=O)NC1CCC(Oc2ccccn2)CC1 (stereo not given) | 1

# The list goes on.
SMILES	SSB-PriA inh
O=C(Nc1nc2c(s1)CN(C(=O)[C@@H]1COc3ccccc3O1)CC2)c1ccccn1	-4
COc1ccc(CCC(=O)N(Cc2ccco2)C2CCOCC2)cc1	-11
O=C(Nc1nc2c(s1)C(=O)NCCC2)c1ccc2noc(-c3ccccc3)c2c1	-3
O=C(NCC1(Sc2ccccc2)CCOCC1)c1cc(-c2ccccc2)on1	-5
Cc1ccc(S(=O)(=O)N2CCCC(C(=O)Nc3ccc(Cl)cc3)C2)cc1 (stereo not given)	-2
Cc1cccc(-c2nc(C)c(CCNS(=O)(=O)c3ccc(Br)cc3)s2)c1	-12
Cn1nnc2c(N3CC(C(=O)NCCn4nc(-c5ccco5)ccc4=O)C3)ncnc21	4
COc1ccc(NC(=O)c2ccc3nn(CC(=O)Nc4ccc(S(C)(=O)=O)cc4)c(=O)n3c2)cc1	5
COc1cccc(-n2c(Cc3cc(=O)[nH]c(=O)[nH]3)n[nH]c2=S)c1	-15
O=S(=O)(c1cccnc1)N1CCN(c2ccc3nnc(-c4ccco4)n3n2)CC1	-7
COc1ccc(Br)c(C(=O)Nc2cc3nc(-c4ccccc4)oc3nc2C)c1	26
O=C(NCCOc1ccc2nnc(-c3ccccc3)n2n1)Nc1ccc(Cl)c(Cl)c1	1
CC(=NNC(=O)c1cc(-c2ccccn2)nc2ccccc12)c1cccc([N+](=O)[O-])c1	-7
O=C(Nc1ccncc1)c1cccn(Cc2ccccc2F)c1=O	2
Fc1ccccc1Cn1c(-c2ccco2)nc2ccccc21	0
O=c1ccc2cc(S(=O)(=O)N3CCN=C3Cc3ccccc3)ccc2o1	3
O=C(Nc1nc(-c2nc3ccccc3s2)cs1)c1ccc(N2C(=O)CCC2=O)cc1	-10
Cc1cc(N2CCCC2)nc(CNC(=O)Nc2ccc(F)cc2F)n1	-13
Cc1cnc(C(=O)NC2CC3CCC(C2)N3S(C)(=O)=O)cn1 (stereo not given)	-14
CN1C(=O)C(C)(C)COc2ccc(NC(=O)c3ccc(C(F)(F)F)cc3)cc21	13
Cc1ccc(NC(=O)c2ccccc2NC(=O)c2ccccc2F)c(C(=O)c2ccccc2)c1	7
O=S(=O)(NCc1cccnc1-c1cccs1)c1cccc2nsnc12	-16
Cn1cccc1C=NNC(=O)c1sc2ccccc2c1Cl	38
Cn1nc(N2CCC(C(=O)NCCc3c[nH]c4ccccc34)CC2)ccc1=O	0
Cc1ccc(C)c(S(=O)(=O)NC2CCCC(OC(=O)Nc3ccccc3)C2)c1 (stereo not given)	-14
O=C(NNC(=O)c1cccn(Cc2cccc(F)c2)c1=O)Nc1ccc(F)cc1	-14
O=C(CSc1ncnc2c1nnn2-c1ccc(F)cc1)Nc1ccc2c(c1)OCCO2	-16
Cc1nc2nc(N)[nH]n2c(=O)c1Cc1ccccc1	-11
CCc1ccccc1NC(=O)c1csc(Nc2ccccc2)n1	-9
C=CCc1ccc(OC)c(OC(C)c2nc3ccccc3[nH]2)c1 (stereo not given)	7
CC(C)CS(=O)(=O)C1CN(C(=O)c2cc(-c3ccco3)[nH]n2)C1	-7
COC(=O)c1ccc(C2CCN(C(=O)c3ccc4c(c3)OCO4)CC2)cc1	-9
CC(C)Oc1ccc(C(=O)N2CCN(CCn3ccnc3)CC2)cc1	-3
CCCCCCCCCCOC(=O)CSc1nc2c(c(-c3cccs3)c1C#N)CC/C2=C/c1cccs1	0
CCOCCCN1CN(CCc2ccccc2)CNC1=S	-5
CS(=O)(=O)N1CC(C(=O)N2CCNC(=O)C2)C1	-19
Cc1cc([N+](=O)[O-])cc(C=Nn2c(C)nc3ccccc3c2=O)c1O	6
NC(=O)CSc1ccc(NC(=O)c2ccco2)nn1	-2
CCOC(=O)c1ccc(OC[C@H]2c3cc(OC)c(OC)cc3CCN2C(=O)c2ccccc2OC)cc1	-6
CC1SC(C)C(=O)N(CC(=O)NCc2ccco2)C1=O (stereo not given)	5
Cc1noc(-c2cccn(Cc3noc(-c4ccco4)n3)c2=O)n1	-17
Cc1nn(-c2ccccc2)c(Cl)c1C=NNC(=O)c1ccnn1C	-5
COc1ccc(C=NNC(=S)Nc2cccc(C(=O)O)c2)cc1OC	-3
NS(=O)(=O)c1ccc(CCNC(=O)c2csc(NC(=O)c3ccccc3)n2)cc1	-7
CSc1ccc(C=NNC(=O)CN2CCN(Cc3ccccc3Cl)CC2)cc1	-7
CCOc1ccc(C(=O)Nc2nnc(SCC(=O)Nc3cc(Cl)ccc3OC)s2)cc1	10
C[C@](O)(CNC(=O)c1ccccc1Cl)c1cccs1	-21
Cc1ncn(CC(=O)N2CCC(Oc3cncc(N(C)C)n3)C2)c(=O)c1C (stereo not given)	-5
CCOC(=O)c1[nH]c(C)c(C(O)=C2C(=O)C(=O)N(CCCN3CCOCC3)C2c2cccnc2)c1C (stereo not given)	-9
Cc1cc(N2CCOCC2)nc(C(=O)Nc2ccccc2)n1	-7

# (listing goes on)
SMILES	SSB-PriA inh
O=C(Nc1nc2c(F)cc(F)cc2s1)C1CCCN(S(=O)(=O)c2cccs2)C1 (stereo not given)	10
COc1ccc(N2C(=O)CC(Sc3ccccc3C(=O)O)C2=O)cc1Cl (stereo not given)	-9
c1ccc(C2=C(c3nc4ccccc4[nH]3)Sc3ccccc3N2)cc1	11
O=C(NCCCn1nc(-c2cccs2)ccc1=O)Nc1ccc(F)cc1F	3
CC1Cc2cc(C(O)=C3C(=O)C(=O)N(Cc4ccco4)C3c3cccs3)ccc2O1 (stereo not given)	-14
O=C(CSC1CCCC1)NCCn1nc(C2CC2)n(-c2ccccc2)c1=O	-12
O=C(O)c1ccc(NC(=O)c2cccnc2-c2nc3ccccc3s2)cc1	-57
CC(O)(CNC(=O)C1CCN(S(C)(=O)=O)CC1)c1cc2ccccc2o1 (stereo not given)	-7
O=C1CCCC(=O)N1CCS(=O)(=O)N1CCC(c2nnc(-c3ccco3)s2)CC1	-4
CC(NC(=O)c1ccccc1)C(=O)NN=Cc1ccco1 (stereo not given)	-4
Cc1cc(C)n(-c2nc(CCNC(=O)c3cc(-c4ccc5c(c4)OCO5)n[nH]3)cs2)n1	-9
O=C(Cc1ccc(F)cc1)N1CC(n2ccnn2)C1	-16
Cc1ccc(N2CCC(C(=O)N[C@@H](C)c3ccccc3)CC2)nn1	-13
Cn1c(=O)c(C(=O)Nc2ccc([N+](=O)[O-])cc2)cc2cccnc21	-3
COCCNC(=O)N1CCC(S(=O)(=O)c2ccccc2)C1 (stereo not given)	-8
CCC(C)=NNC(=O)c1[nH]c2ccc(C)cc2c1-c1ccccc1	3
O=C(Nc1cnoc1)c1ccc(Br)o1	-16
Cc1ccc2c(Nc3ccc(F)c(C#N)c3)c(C(=O)N3CCOCC3)cnc2n1	-8
Cc1cc(C(=O)NN=Cc2sccc2C)no1	13
O=C(CC1CCCCN1S(=O)(=O)c1ccccc1)Nc1cccnc1 (stereo not given)	17
O=C(c1cc(-n2cccc2)ccn1)N1CCN(C2CCCCC2)CC1	2
O=C(NCCNc1ccc(Nc2ccccn2)nn1)[C@@H]1CCCO1	52*
O=C(Cc1csc(Nc2cccc(C(F)(F)F)c2)n1)N1CCCC1	2
COc1cc(C=NNc2nncn2N)ccc1OC(C)=O	0
CN(C(=O)c1ccc(=O)n(C)n1)C1CCCCC1	-13
Cc1ccc(S(=O)(=O)N=C(Nc2ccc(F)cc2F)c2ccc(F)cc2)cc1	-1
COC(=O)Cn1c(=NC(=O)c2ccc(Br)s2)sc2cc(F)ccc21	7
O=C(Cc1cccs1)Nc1nc(-c2ccccc2)c(C(=O)c2ccccc2)s1	23
Cn1nccc1-c1nnc(NC(=O)c2ccc(S(=O)(=O)N3CCCc4ccccc43)cc2)o1	-9
CC(C)(C)NC(=O)C(=O)NCCCCN1CCOC(c2ccccc2)C1 (stereo not given)	-10
